Assay outcomes (PubChem)
FN deposition inh = inhibitors of fibronectin matrix deposition, primary screen, AH1F cells, Alexa488-fibronectin fluorescence, plate reader; AH1F fibroblasts, overnight; actives 0.086% (n = 350,000); inhibition, % at 12.6 µM;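 active means mean inhibition across replicates of 30% or more, regardless of how many single replicates reach that level; inconclusive means mean under 30% yet at least half of replicates reach 30%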;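 further: positive control wells lacked labelled fibronectin entirely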
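Schedule: 1 h cell adhesion before compound, then overnight fibronectin incubation; test system: AH1F fibroblast monolayer depositing Alexa488-labelled fibronectin into matrix; quantity: 10000 AH1F cells per well; probe or stimulus: fluorescent fibronectin at 24 nM final; signal: fluorescence, ex 485 nm, em 525 nm; evaluation: percent inhibition as loss of matrix-bound fibronectin fluorescence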
miR-122 sensor = miR-122 Renilla sensor signal increase in Huh7, primary screen, miR-122 inhibitor project, cell-based, single point, plate reader; Huh7 miR-122 Renilla luciferase sensor, 48 h; neutral wells = 0, positive control = 100; activation (reporter increase), % at 12.5 µM; actives 0.3% (n = 340,000);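 active means mean replicate activation score at least 90 and every replicate individually at or above 90; inconclusive means only one of the two criteria met; inactive means neither criterion met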;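 further: higher luciferase means less miR-122 activity so hits act as miR-122 inhibitors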
F508del corr = F508del CFTR correction, initial screen, CFBE line, single point. CFBE cells, YFP halide quenching; stimulated with forskolin plus potentiator P3; % fluorescence drop versus neutral controls. actives 0.36% (n = 350,000). activity (quench increase), % at 7.58 µM. AID 720511, 2013;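 active means mean added fluorescence quench of at least 8% versus neutral control, with both replicates also reaching 8%; inconclusive means only one of the mean or replicate conditions met; inactive means mean below 8% and not both replicates reaching 8%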;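 further: cells transiently co-express mutant CFTR-F508del with the halide-sensitive YFP; corrector assay measuring rescue of mutant channel to the surface after 24 h compound exposure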
INS-1E GSIS act = GLuc luminescence reporter in INS-1E cells, primary screen for activators of glucose-dependent secretion of insulin; INS-1E GLuc reporter insulin secretion, 2-3 h; activation, % at 16.6 µM; actives 0.61% (n = 370,000); AID 743287, 2014;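 active means lowest replicate activation of at least 40%, so every replicate reaches that level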;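 further: 0% = median of neutral control wells and 100% = median of IBMX positive control wells; some compounds called inactive have numbers as strong as hits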
EWS-Fli block = EWS/Fli-driven NR0B1 reporter inhibitors, primary screen, A673 cells, NR0B1 luciferase, luminescence, MLPCN library; actives 0.67% (n = 350,000); inhibition, % at 12.6 µM; viability-normalised;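 active means mean inhibition of at least 50% after viability correction, with every replicate also passing that limit; inconclusive means mean reaches 50% but only one of two replicates passes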;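 further: firefly luciferase signal divided by Alamar Blue viability fluorescence both relative to DMSO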
PAX8 inh HTS = inhibitors of PAX8-driven TPO luciferase reporter, primary screen, RMG-I cells, single concentration; SteadyGlo, 24 h; inhibition, % at 12.6 µM; actives 1.2% (n = 360,000); AID 652154, 2013;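 active means mean replicate inhibition at least 60% with every replicate also reaching 60%; inconclusive means only one of the two criteria is met; inactive means mean below 60% and not all replicates reaching 60%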;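 further: luciferase light reporting Pax8 driven TPO promoter activity; plate controls were median of neutral control wells for no effect and mitoxantrone controls for full effect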
DENV2 CPE rescue = inhibitors of DENV2 cytopathic effect, primary screen, cell-based, plate reader, single concentration; DENV2-infected cells, cytopathic effect rescue; CPE inhibition, % at 9.99 µM; actives 1.7% (n = 350,000); in the data active means CPE inhibition above about 20%, passing the limit was not always enough; inconclusive means no clear call, values can overlap the other calls; tested in BHK-21 cells;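 further: 0% = median of neutral control wells and 100% = median of positive control wells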
Numbers without * were called inactive; ? = inconclusive; / = no result given; & = joins results of further samples; [ ] = remark or other dose.

The first 2 compounds, ahead of the listing:
SMILES	FN deposition inh	miR-122 sensor	F508del corr	INS-1E GSIS act	EWS-Fli block	PAX8 inh HTS	DENV2 CPE rescue
CN(C)c1ccc(/C=C2\SC(=O)N(CC(O)Cn3c4ccccc4c4ccccc43)C2=O)cc1 (configuration not stated)	-2	0	/	-27	/	-1	/
O=C(C[C@H]1CC[C@@H](NS(=O)(=O)c2cccc(F)c2)[C@H](CO)O1)NCc1ccc2c(c1)OCO2	2	/	-1.5	1	-5	8	-4

The whole of this part, repeating the preview:
SMILES	FN deposition inh	miR-122 sensor	F508del corr	INS-1E GSIS act	EWS-Fli block	PAX8 inh HTS	DENV2 CPE rescue
CN(C)c1ccc(/C=C2\SC(=O)N(CC(O)Cn3c4ccccc4c4ccccc43)C2=O)cc1 (configuration not stated)	-2	0	/	-27	/	-1	/
O=C(C[C@H]1CC[C@@H](NS(=O)(=O)c2cccc(F)c2)[C@H](CO)O1)NCc1ccc2c(c1)OCO2	2	/	-1.5	1	-5	8	-4
CCN(CC)S(=O)(=O)c1ccc2c(c1)N(CC(=O)N(CCc1ccncc1)C(C)C)C(=O)CO2	1	/	-0.6	-4	7	21	2
COCCNC(=O)C1CC(c2ccccc2C(F)(F)F)=NO1 (configuration not stated)	-9	2	0.4	8	-10	6	6
C[C@@H]1CN([C@H](C)CO)C(=O)Cc2cc(NC(=O)Nc3ccc4c(c3)OCO4)ccc2O[C@@H]1CN(C)C(=O)Nc1cccc2ccccc12	-6	129*[16.7 µM]	-3.5	1	5	4	?
CC(=O)c1ccc(S(=O)(=O)NCCC(=O)NC2CCN(Cc3ccccc3)CC2)cc1	-3	-7	-2.6	0	12	3	-2
O=C(CSc1nc2ccccc2[nH]1)NC1CCCc2ccccc21 (configuration not stated)	4	/	/	/	-12	-10	/
COc1ccc(NC(=O)c2cc(-c3cc(C)c(C)cc3O)n[nH]2)c(OC)c1	2	-10	-0.4	1	0	-28	-7
COC(=O)c1cccc(NC(=O)CCN2C(=O)C3CC=CCC3C2=O)c1 (configuration not stated)	3	2	-0.7	4	-11	-6	12
Cc1ccc(C(=O)NCC(=O)NC2CCCCCC2)cc1	-1	-1	-1.7	18	-4	2	2
CO[C@H]1CN(C)C(=O)c2ccc(NS(C)(=O)=O)cc2OC[C@@H](C)N(CCC(F)(F)F)C[C@H]1C	-13	/	-0.1	8	-4	-9	-1
C[C@@H]1CN([C@@H](C)CO)C(=O)c2cc(NS(=O)(=O)c3cn(C)cn3)ccc2O[C@@H]1CN(C)Cc1ccccc1	/	-2[16.7 µM]	0.7	14	-2	-19	6
CN(C)/C=C(\C(=O)c1ccc(F)cc1F)c1nnnn1-c1ccccc1	-3	/	/	6	/	-4	/
COc1ccc(CNS(=O)(=O)CCNC(=O)c2cccc(OC)c2)cc1	6	-9	-0.3	-2	6	12	-4
COc1ccccc1-c1ccc2c(c1)[C@H]1[C@H](CCN1C(=O)C1CC1)[C@@H](CO)N2	-2	3[16.7 µM]	1.6	-8	4	-5	-7
CCC(=O)N1[C@@H]2c3ccc(C4=CCCC4)c(=O)n3C[C@H]1[C@H](CO)[C@H]2C(=O)N[C@@H](C)c1ccccc1	/	-3[16.7 µM]	-0.7	-2	-3	-5	?
C[C@@H]1CCCCO[C@@H](CN(C)C(=O)NC2CCCCC2)[C@H](C)CN([C@@H](C)CO)C(=O)c2cc(NC(=O)CCCCCC(=O)Nc3ccccc3N)ccc2O1	/	-3[16.7 µM]	-0.8	-8	25	/	-4
CCOC(=O)CSc1[nH]c2cc(OC)ccc2c1[N+](=O)[O-]	-10	/	0.7	7	-2	-9	24*
CCC(C)(C)NC(=O)C(c1ccncc1)N(C(=O)c1sc(C)nc1C)c1ccc(C)cc1 (configuration not stated)	-2	/	2.6	1	0	7	/
O=C(Cn1c(C(F)(F)F)nc2ccccc21)c1ccccc1	/	/	0.2	-12	9	/	-6
O=C(CNS(=O)(=O)c1ccc(Br)cc1)N1CCN(Cc2ccccc2)CC1	/	-6	-3.2	-9	/	15	-7
Cc1n(Cc2ccccc2)c2cc([N+](=O)[O-])ccc2[n+]1Cc1ccccc1	-7	7	-0.9	9	10	8	-1
N#CC1=C(N)OC2=C(C(=O)CCC2)C12CCC1(CC2)OCCO1	-2	-3	/	/	/	2	/
O=[N+]([O-])c1ccc(Cl)c(/C=N/N2CCN(c3ccccc3)CC2)c1	/	3	-2.0	-7	24	/	-1
CNc1nc2[nH]c(=O)c3c(c2s1)OC(N)=C(C#N)C3c1ccccc1 (configuration not stated)	-3	-13	/	17	/	0	/
CCc1ccc(NC(=O)C(CC)c2ccccc2)cc1 (configuration not stated)	-3	/	/	/	-2	-18	-5
NC(=O)c1ccc2c(c1)S(=O)(=O)c1ccccc1C2=O	-3	-4	-1.3	5	14	0	-1
CCOC(=O)CC(NC(=O)c1ccco1)c1ccc(C)cc1 (configuration not stated)	-11	-10	/	24	/	15	/
C[C@H](CO)N1C[C@H](C)[C@@H](CN(C)Cc2ccc(C(=O)O)cc2)OCCCC[C@H](C)Oc2ccc(NC(=O)Cc3ccccc3)cc2C1=O	/	6[16.7 µM]	-1.1	31	-3	-5	5
O=C(NC(=S)NCC1CCCO1)c1ccc([N+](=O)[O-])cc1 (configuration not stated)	-15	/	/	18	/	-12	/
CCCNC(=O)N1[C@H](CO)[C@@H]2c3ccccc3N(C(=O)Nc3cccc(Cl)c3)C[C@@H]21	-3	-8[16.7 µM]	-1.5	-9	-11	0	17
COc1cccc(CCc2nnc(CCC(=O)N(C)C3CC(C)(C)NC(C)(C)C3)o2)c1	8	0	-0.5	16	/	-4	18
Cc1ccccc1-c1ccc([C@H]2[C@H]3CN(C(=O)c4ccncc4)CC(=O)N3[C@H]2CO)cc1	12	/	-7.0	-6	3	3	-7
C[C@@H]1CN([C@@H](C)CO)C(=O)Cc2cc(NS(=O)(=O)c3cn(C)cn3)ccc2O[C@H]1CN(C)C(=O)Nc1ccccc1	/	-3[16.7 µM]	1.7	-1	-11	-20	4
CCCNC(=O)N[C@H]1C=C[C@H](CC(=O)NC2CCC2)O[C@@H]1CO	-3	/	-1.1	14	-2	4	-4
CC(C)NC(=O)Nc1ccc2c(c1)C(=O)N([C@@H](C)CO)C[C@H](C)[C@H](CN(C)C(=O)Nc1ccc(F)cc1)O2	13	-3[16.7 µM]	0.8	12	-19	-10	4
Cc1cc(C(=O)NCCCN2CC(C)CC(C)C2)n(-c2ccccc2)n1 (configuration not stated)	-1	-5	-2.6	-15	-3	-1	-5
O=C(Nc1ccc(Cl)c(C(F)(F)F)c1)[C@@H]1CC=C[C@@H]2CCN(Cc3ccccc3)C(=O)[C@@H]21	7	2	1.1	6	-4	15	-5
CC1(c2ccccc2)CC(C)(C)N2C(=O)/C(=C3\SC(=S)NC3=O)c3cccc1c32 (configuration not stated)	18	/	/	-24	/	-15	/
COc1cc(/C=C/C(=O)NC(C)CCc2ccccc2)cc(OC)c1OC (configuration not stated)	-8	/	/	0	/	4	/
O=c1cc(N2CCOCC2)[nH]c(=O)n1Cc1ccc(F)cc1	6	-3	-1.1	-9	-1	2	-16
C/C(=N\Nc1ccc(Cl)c(C(=O)O)c1)c1ccc2c(c1)OCO2	12	-1	-1.7	14	-24	-71	6
C[C@@H]1CN([C@H](C)CO)S(=O)(=O)c2ccc(Br)cc2O[C@@H]1CN(C)C(=O)Nc1ccc(C(F)(F)F)cc1	11	32	-1.6&-0.8	-15&-28	18&-20	-1&-2	12
O=C1CC(c2ccccc2)Oc2cc(O)cc(O)c21 (configuration not stated)	/	-2	-1.3	/	-22	/	70*
Oc1ccc(/C=N/n2c(-c3ccccc3)n[nH]c2=S)cc1	-1	3	-0.1	33	19	-19	-1
Cc1ccc2c(c1)C1C[N+](C)(CC(=O)Nc3ccccc3Cl)CCC1N2C(=O)c1ccccc1Cl (configuration not stated)	/	-15	-1.9	/	0	21	-3
Cc1ccc(S(=O)(=O)Cc2cc(-c3ccc(Cl)cc3)no2)cc1	-5	1	0.8	0	-3	-9	-10
CCc1nc(SCc2ccc(Cl)cc2)n[nH]1	2	/	1.5	7	-54	-95	1
CC(C)(CO)CN1CCC(n2nccc2NC(=O)C2CCCC2)CC1	5	-7	1.4	-11	-3	19	1
O=C(COC(=O)C1CCN(S(=O)(=O)c2ccc3c(c2)OCCO3)CC1)Nc1ccccc1OC(F)F	-4	4	/	-7	/	10	/
COc1ccc(-c2nc3ncccn3c2Nc2ccc3c(c2)OCCO3)cc1	3	-5	/	/	/	-22	/
COC(=O)C1C(=O)C2=C(CC1C)NC(C)=C(C(=O)OCCOc1ccccc1)C2c1ccc(C)o1 (configuration not stated)	-1	-10	/	/	/	14	/
COc1cc(CNc2ncnc3c2ncn3[C@H]2CN(CCc3ccccc3)C[C@@H](CO)O2)cc(OC)c1OC	9	-3	0.3	-8	5	-4	2
Cc1ccc(CCN2C(Nc3ccccc3)=NC[C@@H]2C)cc1	2	-3	3.4	12	0	-1	7
CCN(Cc1nc2cc(Cl)ccc2c(=O)[nH]1)C(=O)c1ccc(C)c(NC(=O)c2ccco2)c1	5	-3	-2.0	-2	1	15	4
O=C(Cc1ccc(Cl)cc1)Nc1ccccc1C(=O)Nc1ccc(C(=O)O)cc1	-7	/	-3.2	30	8	-12	-2

(listing goes on)
SMILES	FN deposition inh	miR-122 sensor	F508del corr	INS-1E GSIS act	EWS-Fli block	PAX8 inh HTS	DENV2 CPE rescue
C[C@H]1CCCCO[C@@H](CN(C)C(=O)CCCN(C)C)[C@@H](C)CN([C@@H](C)CO)C(=O)c2cc(NC(=O)Nc3ccc(F)cc3)ccc2O1	/	36[16.7 µM]	3.4	13	-9	-65	-6
Cc1ccc(S(=O)(=O)N[C@H]2CC[C@@H](CCNC(=O)Cc3ccccn3)O[C@@H]2CO)cc1	/	/	0.1	16	2	-6	-7
C=CCC(CC(O)COCCC)C(=O)NNC(=S)Nc1ccccc1 (configuration not stated)	-6	/	0.0	0	-44	-63	-2
O=[N+]([O-])c1ccc(CSc2ccc(-c3ccccn3)nn2)cc1	3	-3	-2.9	-8	-12	7	-1
Cc1cccc(N(CC(=O)N2CCc3ccccc3C2)S(C)(=O)=O)c1C	3	4	-0.2	-4	-9	4	-4
Cc1ccc(N2C(=O)C3N=NN(CC(=O)N4N=C(c5cccc6ccccc56)CC4c4ccccc4)C3C2=O)cc1 (configuration not stated)	-2	20	/	-22	/	/	/
